Screening results from PubChem BioAssay.
EBNA-1 inhibitor – blocks EBNA-1 binding to DNA | EBNA-1 DNA binding, fluorescence polarization | inhibition, % at 14.8 µM | 0.34% of 300,000 active; in the data active = inhibition above about 28%
Fh CTSL1 inh – cathepsin L1 inhibition, PFM18AAP counter-screen | recombinant F. hepatica cathepsin L1, Z-Leu-Arg-MCA fluorescence | inhibition, % at 5.96 µM | 0.49% of 300,000 active | AID 1906;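 active = inhibition above the mean of all tested compounds plus 3 SD, set per screening campaign, cut at about 17% in these data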;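 also: 0% = plate median of test compound wells and 100% = 1 µM Z-Phe-Ala-diazomethylketone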
HCV core dimer – HCV core protein dimerization inhibition. TR-FRET GST/Flag-core106 dimerization, 1536-well. inhibition, % at 5 µM. 0.33% of 300,000 active. AID 1899;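 active = inhibition above the mean of all tested compounds plus 3 SD, set per screening campaign, cut at about 45% in these data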
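Material: Tagged HCV core106 pair (GST and Flag) | Amount: GST-core106 13.5 nM, Flag-core106 17 nM | Medium: KF-containing HEPES buffer, pH 7.45, DTT, CHAPS, BSA | Reagent: Eu donor and XL665 acceptor anti-tag antibodies | Schedule: 4 h at 22.5 °C | Technique: Time-resolved FRET, ex 340 nm, em 617 and 671 nm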
PP1 counter – blocks human PP1-alpha phosphatase, a PP5 counter-screen | purified PP1alpha, OMFP fluorescence | 0.9% of 320,000 active | inhibition, % at 6.7 µM | AID 2235;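 active = inhibition above the mean inhibition of all tested compounds plus 3 SD, computed separately for each screening campaign, cut at about 15% in these data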
TPT1 inhibitor – C. albicans TPT1 enzyme inhibition; 0.81% of 300,000 active; recombinant caTPT1, FP RNA substrate dephosphorylation; inhibition, % at 5 µM;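 active = inhibition above the mean of all tested compounds plus 3 SD, set per screening campaign, cut at about 24% in these data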;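 also: plate controls were DMSO alone for no effect and ferristatin control at 100 nM for full effect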
PP5 inh – PP5 (human) phosphatase inhibition. 0.18% of 320,000 active. purified PP5c, OMFP substrate fluorescence. AID 1987. inhibition, % at 6.7 µM;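 active = inhibition above the campaign's mean inhibition across all tested compounds plus 3 SD, cut at about 9.5% in these data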;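 also: 0% = DMSO only and 100% = 100 µM cantharidin control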
Target sequence (P53041 whole entry, looked up): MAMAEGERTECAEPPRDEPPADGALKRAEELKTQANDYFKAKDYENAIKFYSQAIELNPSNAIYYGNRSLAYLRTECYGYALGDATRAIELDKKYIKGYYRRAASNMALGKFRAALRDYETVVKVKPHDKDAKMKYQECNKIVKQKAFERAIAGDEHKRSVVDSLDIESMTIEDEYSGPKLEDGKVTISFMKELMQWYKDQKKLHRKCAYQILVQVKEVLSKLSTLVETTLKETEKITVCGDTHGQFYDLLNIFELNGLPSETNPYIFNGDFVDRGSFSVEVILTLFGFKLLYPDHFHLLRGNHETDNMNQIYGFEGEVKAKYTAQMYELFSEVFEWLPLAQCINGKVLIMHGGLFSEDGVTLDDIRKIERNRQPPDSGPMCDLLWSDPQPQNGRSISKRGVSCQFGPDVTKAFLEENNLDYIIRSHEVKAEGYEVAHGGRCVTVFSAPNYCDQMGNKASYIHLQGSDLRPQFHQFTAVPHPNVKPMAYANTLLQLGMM
GASC-1 inh – blocks human GASC-1 demethylase activity; GST-JMJD2C(1-420) H3K9me3 demethylation, DELFIA europium; inhibition, % at 2.35 µM; 0.069% of 330,000 active; AID 2099;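 active = more than half of a compound's replicate wells show inhibition beyond 50%, single wells judged on their own value; inconclusive = some, but no more than half, of replicates pass 50% inhibition; inactive = no replicate passes 50% inhibition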;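 also: signal counts dimethyl H3K9 product captured on neutravidin plate; 0% = median of DMSO wells and 100% = 0.3 times that DMSO median; strong numbers were not always called active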
Target sequence (Q9H3R0 1-420 limits assumed): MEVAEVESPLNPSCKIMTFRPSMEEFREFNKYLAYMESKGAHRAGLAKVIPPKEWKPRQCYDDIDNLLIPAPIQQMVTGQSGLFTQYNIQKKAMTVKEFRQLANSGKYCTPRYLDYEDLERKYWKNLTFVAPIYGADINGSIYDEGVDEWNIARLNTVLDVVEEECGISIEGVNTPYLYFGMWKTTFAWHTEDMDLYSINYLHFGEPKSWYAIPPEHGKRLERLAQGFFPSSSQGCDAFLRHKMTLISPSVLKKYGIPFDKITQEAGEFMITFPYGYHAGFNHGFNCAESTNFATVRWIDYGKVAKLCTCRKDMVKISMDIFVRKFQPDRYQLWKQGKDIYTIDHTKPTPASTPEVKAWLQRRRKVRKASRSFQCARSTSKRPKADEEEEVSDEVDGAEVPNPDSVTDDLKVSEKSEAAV
CR mimetic SO – yeast age-related superoxide inhibition as caloric restriction mimetic. S. cerevisiae aged cells, superoxide DHE fluorescence; hits give low values. superoxide response (% of plate mean), % at 10 µM. 0.18% of 330,000 active. AID 2690;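 active = superoxide response under a set limit, about three screen SD below normal, cut at about 65% in these data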;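 also: yeast aged for seven days with compound at 30 °C before DHE staining; 100% = average MFI of all compound-treated wells on the plate with controls excluded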
ZTA DNA inh – counter-screen for EBNA-1 inhibitors: inhibitors of Epstein-Barr virus ZTA | inhibition, % at 11 µM | 0.15% of 320,000 active | P03206 | ZTA-DNA binding, fluorescence polarization | AID 2234; in the data active = inhibition above about 33%
The depositor's hits bear a star; i = inactive; ? = inconclusive; nt = not tested or not shown. Outcome played no part in choosing rows, and some 3.1% of all compounds hit somewhere here.

Molecule	EBNA-1 inhibitor	Fh CTSL1 inh	HCV core dimer	PP1 counter	TPT1 inhibitor	PP5 inh	GASC-1 inh	CR mimetic SO	ZTA DNA inh
COCCNC(=O)c1ccc(Cn2c(SCC(=O)NCC3CCCO3)nc3ccc(Br)cc3c2=O)cc1 (stereo not drawn)	-14	-4	7	4	2	0.6	2	93	-3
CCOC(=O)/C=C1\SCC(=O)N1CC(=O)N1CCOCC1	10	-4	-5	-5	-2	-2.4	4	161	11
CC(=O)N1c2ccc(S(=O)(=O)N3CCCC(C(=O)N4CCCC(C)C4)C3)cc2CC1C (stereo not drawn)	-6	-2	1	3	4	2.0	-18	87	0
COCCCNC(=O)CN1C(=O)CSc2ccc(S(=O)(=O)N3CCOCC3)cc21	9	-2	-4	-3	0	-1.2	?	96	-4
Cc1ccc(OCC(=O)Oc2c(C)cccc2C)cc1	13	3	3	1	0	1.0	0	100	-6
O=C(O)CSc1nnc(Cc2ccccc2)n1-c1ccccc1	-1	4	4	-1	0	-0.6	-24	120	9
Cc1ccc(NC(=O)CCn2c(=S)oc3ccccc32)cc1F	17	12	2	-5	0	-0.9	-1	89	12
N#CCc1ccc(NC(=O)c2ccc(S(=O)(=O)N3CCCC3)cc2)cc1	-6	-3	-3	-1	-2	3.4	-1	103	14
CC(=O)Nc1ccc(S(=O)(=O)Nc2cccn(Cc3ccc(C)cc3)c2=O)cc1	1	7	1	1	1	0.7	4	88	9
O=C(C(NS(=O)(=O)c1cccs1)c1ccccc1)N1CCN(c2ccccc2F)CC1 (stereo not drawn)	-2	16	10	7	-4	0.1	1	89	-7
COc1ccc(NC(=O)Cn2c(C)cc(=O)c3ccccc32)cc1	-1	-4	7	-3	1	3.1	7	109	2
Cc1cc(NC(=O)CSc2nc(=O)n3cccc(C)c3n2)no1	2	-5	2	0	2	-1.2	35	101	13
COc1ccc(S(=O)(=O)N2CCN(C)CC2)cc1NC(=O)c1ccccc1	0	1	-2	5	-3	2.9	1	93	-3
CCOC(=O)Cc1csc(NC(=O)C2CCCN(S(=O)(=O)c3cnc[nH]3)C2)n1 (stereo not drawn)	4	-1	3	-6	-1	2.6	nt	97	-14
Cc1ccc(Nc2nnc(SC3CCOC3=O)s2)cc1 (stereo not drawn)	10	-2	0	2	-2	-1.8	6	94	15
C1CC1Cc1noc(CN2CCN(C3C4CC5CC(C4)CC3C5)CC2)n1 (stereo not drawn)	12	4	-6	-2	-3	-0.1	0	88	-6
CC1(CCc2ccccc2)NC(=S)N(c2ccccc2)N1 (stereo not drawn)	6	3	-3	-3	-6	-2.8	2	88	8
O=C(O)/C=C/C(=O)Nc1c(F)cccc1F	1	0	-2	-3	-4	-1.2	37	128	-7
CCOc1ccc(N2C(=O)CC(N3CCN(c4ccc(C(=O)c5ccncc5)cc4)CC3)C2=O)cc1 (stereo not drawn)	-7	0	3	-2	-3	3.5	2	98	9
O=C(NNC(=O)c1sc2ccccc2c1Cl)Nc1ccc(Cl)cc1	2	1	44	15	-1	-0.5	8	96	0
Cc1ccc(Cn2ccsc2=NC(=O)COC(=O)C(C)C)cc1	3	0	-4	6	-4	3.4	0	76	-10
COc1ccc(CN2CCC(CO)(Cc3ccccc3)CC2)cc1Cn1cccn1	-5	2	0	-4	-4	1.8	-3	94	-5
COc1ccc(CCNC(=O)CC2SC(=NCCc3ccccc3)NC2=O)cc1 (stereo not drawn)	-11	3	-6	-4	-3	2.0	-1	90	1
CC(=O)Oc1ccccc1C(=O)N1CCN(S(=O)(=O)c2ccc3ccccc3c2)CC1	14	-12	13	-1	-2	0.9	-18	99	13
N#Cc1cn(-c2ccccc2)nc1-c1ccccc1	2	2	0	-4	1	2.2	1	95	-18
CN(C)S(=O)(=O)c1ccc(N2CCCC2)c(C(=O)NCc2ccccc2)c1	4	-3	0	-1	1	1.5	7	105	0
CCOC(=O)N1CCC(NC(=O)CCC(=O)N2CC(C)Oc3ccc(C)cc32)CC1 (stereo not drawn)	-7	-2	-1	-1	3	1.8	22	99	-16
COc1ccc(OC)c(S(=O)(=O)N2CCC(C(=O)N3CCc4ccccc4C3)CC2)c1	-8	-1	5	0	5	1.6	-11	106	6
CNc1c(NC(=O)COc2ccc(Cl)cc2)c(=O)oc2ccccc12	0	0	-9	1	-5	0.5	26	97	-4
CCc1ccc(N/C(N)=N/c2nc(CSc3ccccn3)cc(=O)[nH]2)cc1	-6	0	10	0	-2	1.5	8	105	-8
COCCNC(=O)CN1N=C(c2ccc(C)cc2)CCC1=O	14	-1	0	-2	-3	-1.0	-1	104	8
CSc1ccc(C(=O)C2CCCN(C(=O)c3csc(C(C)=O)c3)C2)cc1 (stereo not drawn)	0	9	-4	-1	2	-1.7	-4	85	-6
Cc1ccccc1C(=O)Nc1ccc(C(=O)NNC(=O)CCCOc2ccc(Cl)cc2Cl)cc1	2	9	5	0	2	0.0	-5	115	-7
CC(C)C[C@H](NC(=O)N1c2ccccc2NC(=O)[C@@H]1C(C)C)C(=O)N[C@@H](Cc1ccccc1)C(=O)O	0	2	-4	-4	1	1.5	nt	92	-9
c1ccc(CSc2ccc3nnc(-c4ccccn4)n3n2)cc1	2	2	2	8	0	-0.1	0	118	-4
CCN1CCN(c2ccc(S(=O)(=O)N3CCOCC3)cc2NC(=O)c2ccc(Cl)cc2Cl)CC1	3	7	-3	-7	2	1.4	2	122	-8
Cn1c(SCC(=O)OC2CCCCC2)nnc1-c1ccc2c(c1)OCO2	-1	1	4	-3	-3	-2.1	2	111	8
C=CCN(CC=C)Cc1cc(=O)n2c(-c3ccccc3)csc2n1	-2	-2	24	1	10	1.0	4	92	3
CCOC(=O)C1CCN(CC(O)COC(CC)c2ccccc2)CC1 (stereo not drawn)	-9	-1	3	1	1	0.5	16	107	8
Cc1ccccc1NC(=O)CN1CCc2ccccc2C1	3	-2	10	0	-1	-2.2	0	91	6
CCC(CC)C(=O)Nc1ccncc1	-4	0	-1	-2	-2	-0.7	0	113	6
Cn1c(=O)c2c(nc(N3CCCCCC3)n2Cc2cccc3ccccc23)n(C)c1=O	4	2	15	-3	-6	-1.1	1	101	-24
COc1cccc(C2=NOC(C(=O)NC3CCCCC3)C2)c1 (stereo not drawn)	-3	-2	-2	-4	-1	0.8	i	84	4
CC(=O)c1ccc(S(=O)(=O)N2CCN(CC(=O)Nc3ccccc3C(=O)NC3CC3)CC2)cc1	nt	nt	nt	-2	nt	0.4	7	97	0
Cc1ccc(-c2cn(C[C@H]3CC[C@@H]([C@@H]4CC[C@H](Cn5cc(-c6ccc(C)cc6)nn5)O4)O3)nn2)cc1	-1	-7	-7	-1	-3	3.9	-2	95	-19
COc1ccc(CNS(=O)(=O)CCNC(=O)c2ccccc2)cc1	3	0	-3	-4	0	0.1	17	99	5
C=CC(=O)Nc1sc2c(c1C(N)=O)CCCC2	7	1	3	-1	0	1.1	-2	82	-8
COc1ccc(NC(=O)C(c2ccc(C)cc2)N(C)C(=O)c2ccc(=O)[nH]c2)cc1 (stereo not drawn)	-13	-4	-8	2	-3	1.2	2	114	-14
CCN(CC)S(=O)(=O)c1ccc(Cl)c(C(=O)NCc2ccco2)c1	8	-3	3	-4	-2	-3.5	-20	131	11
COc1cc(NC(=O)c2cc(C(C)C)on2)cc(OC)c1OC	5	-2	18	0	-5	1.9	-2	94	-15

New compounds follow
Molecule	EBNA-1 inhibitor	Fh CTSL1 inh	HCV core dimer	PP1 counter	TPT1 inhibitor	PP5 inh	GASC-1 inh	CR mimetic SO	ZTA DNA inh
O=C(CN1CCN(c2ccccn2)CC1)Nc1ccc(F)cc1F	6	-5	-1	4	-6	0.4	-1	90	-10
COc1ccccc1CNC(=O)COc1ccc([N+](=O)[O-])cc1	7	3	-1	-2	-5	0.6	8	100	-8
COc1ccccc1NC(=O)c1cccc(NC(=O)c2ccco2)c1	5	-1	1	1	-2	-0.3	171	105	-1
Nc1nonc1-n1nnc(C(=O)N/N=C/c2ccccc2Cl)c1-c1ccc2c(c1)OCO2	-2	1	7	4	1	6.4	-14	102	-14
CCOC(=O)c1cc(C#N)c(N)nc1C	-8	-3	1	-5	-5	3.4	-10	80	-7
COc1ccccc1/C=C/C=N/NC(=O)CCn1cnc2ccccc21	-4	4	-1	-1	2	0.5	3	104	17
C=CCC(Nc1ccccc1)c1ccc(OC)c(OC)c1 (stereo not drawn)	4	0	-4	-4	-2	-1.4	2	i	9
O=C1CC(c2ccc(Cl)cc2)CC(=O)C1CS(=O)(=O)c1ccccc1 (stereo not drawn)	-7	3	6	1	-3	1.8	-89	92	-20
O=C1[C@@H]2Cc3c([nH]c4ccccc34)C(c3cccc([N+](=O)[O-])c3)N2C(=O)CN1CCCO (stereo partly drawn)	-1	0	-8	1	0	1.5	-1	93	-2
COc1cccc(C(=O)NNC2=CC(=O)CC(C)(C)C2)c1	0	5	-3	-1	-3	1.9	-9	92	-1
COC(=O)N1CCN(CCc2ccccc2)CC1	6	3	-2	-1	-3	0.2	-12	80	4
O=C(Cc1ccccc1)NNC(=O)c1cnccn1	-1	-3	1	-3	-2	0.1	2	120	-1
CCOC(=O)Cc1cc(-c2ccc(OC)cc2)nc2ccc3ccccc3c12	-5	-1	3	2	-2	2.7	29	113	-8
CCOC(=O)c1ccc(NC(=O)COC(=O)c2cccc(Oc3ccccc3)c2)cc1	3	-11	0	7	-2	3.5	-3	92	6
Cc1ccc(-n2cc(C(C)(C)C)[nH]c2=S)cc1	-6	0	-1	-1	-2	1.1	-4	94	-17
CCc1ccc2oc(-c3cc(N=Cc4cccc(OC)c4O)ccc3O)nc2c1	7	4	7	0	-2	2.3	-3	102	9
CCOc1ccc(CNc2ccc(S(N)(=O)=O)cc2)cc1	12	-3	-2	-1	-2	3.4	-2	109	10
COc1ccccc1N1CCN(C(=O)C2CCCN(S(=O)(=O)c3ccc4c(c3)CCCN4C(C)=O)C2)CC1 (stereo not drawn)	-8	0	1	1	-4	-2.3	nt	96	-25
Cc1ccccc1N1CCN(C(=O)[C@@H]2CCCN2C2=NS(=O)(=O)c3ccccc32)CC1	nt	nt	nt	1	nt	1.6	-4	115	12
NC(=S)N/N=C/c1ccccc1[N+](=O)[O-]	15	8	-1	-1	1	-0.8	-6	103	15

Overlap with the part before: two entries; new compounds follow.
Molecule	EBNA-1 inhibitor	Fh CTSL1 inh	HCV core dimer	PP1 counter	TPT1 inhibitor	PP5 inh	GASC-1 inh	CR mimetic SO	ZTA DNA inh
Cc1ccccc1N1CCN(C(=O)[C@@H]2CCCN2C2=NS(=O)(=O)c3ccccc32)CC1	nt	nt	nt	1	nt	1.6	-4	115	12
NC(=S)N/N=C/c1ccccc1[N+](=O)[O-]	15	8	-1	-1	1	-0.8	-6	103	15
CCc1ccc(NC(=O)C2CCCN2S(=O)(=O)c2ccc3c(c2)C(C)(C)C(=O)N3C)cc1 (stereo not drawn)	5	1	-1	-1	-2	2.2	-2	109	10
CC(=O)Nc1ccc(S(=O)(=O)NCCC(=O)Nc2ccc(C)c(F)c2)cc1	-1	-2	11	-2	-3	1.3	-9	101	4
COc1ccc(-c2nc3ccccc3c(=O)n2NC(=S)N(C)C)cc1	-5	-5	-2	2	-1	0.5	-10	95	-6
C=C1N(c2ccccc2)C(=O)OC1(C)C	-10	4	-2	-3	1	0.6	-5	112	11
O=C(NCN1CCCCC1)c1cccnc1	-9	1	0	0	3	-1.1	-1	105	-12
